# Screening data deposited in PubChem by several laboratories.
# STAT1 inh: STAT1 signaling inhibition; NIH 3T3 STAT1-luciferase reporter, IFN-gamma, luminescence; inhibition, % at 5.5 µM; 0.35% of 200,000 active;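 active = inhibition above a set limit, the mean inhibition across all tested compounds plus 3 SD, cut at about 34% in these data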;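 also: 0% = IFN-gamma with DMSO and 100% = IFN-gamma with 300 µM nifuroxazide; values of inactives mirror those of a sister screen read the other way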
# STAT3 activator: STAT3 signaling activation. 0.91% of 190,000 active. U3A cells, IL-6 STAT3-luciferase reporter, luminescence; 100% = signal with IL-6 EC80 alone. activation (% of control), % at 5.6 µM;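 active = activation above the screen-wide mean of compound activation plus 3 SD, cut at about 130% in these data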;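 also: 0% = background luminescence of wells with medium and substrate only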
#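 Assay system – human STAT1-deficient U3A cells with stable STAT3-luciferase reporter · Also added – IL-6 (33 ng/mL) · Schedule – compound 1 h, then IL-6 6 h at 37 °C · Technique – reporter luminescence signal · Evaluation – % activation versus median of IL-6-stimulated wells · Benchmarks – IL-6-only wells as 100% reference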
# PPARg SRC-3 ag: PPARgamma-driven SRC-3 recruitment agonism; P37231; biochemical PPARgamma/SRC-3 coactivator recruitment assay; activation, % at 8 µM; 0.26% of 200,000 active; in the data active = activation above about 23%;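 also: 0% = DMSO and 100% = reference agonist; some compounds past the cut are filed as inactive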
# Target sequence (P37231 whole entry, looked up): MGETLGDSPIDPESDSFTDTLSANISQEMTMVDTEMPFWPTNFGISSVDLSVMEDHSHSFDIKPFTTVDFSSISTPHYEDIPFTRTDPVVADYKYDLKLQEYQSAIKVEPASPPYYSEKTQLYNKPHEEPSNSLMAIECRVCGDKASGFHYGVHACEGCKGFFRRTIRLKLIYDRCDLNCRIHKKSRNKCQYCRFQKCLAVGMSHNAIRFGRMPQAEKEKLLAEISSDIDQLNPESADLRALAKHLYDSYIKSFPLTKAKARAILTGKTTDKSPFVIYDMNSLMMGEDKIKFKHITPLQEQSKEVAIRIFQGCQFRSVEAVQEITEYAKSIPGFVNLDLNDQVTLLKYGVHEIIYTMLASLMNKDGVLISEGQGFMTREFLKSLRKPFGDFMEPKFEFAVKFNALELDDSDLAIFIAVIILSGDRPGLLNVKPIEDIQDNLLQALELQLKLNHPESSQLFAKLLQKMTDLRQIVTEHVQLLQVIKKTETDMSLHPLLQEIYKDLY
# PPARg SRC2 recr: promotes SRC-2 coactivator recruitment by human PPARgamma. PPARgamma LBD-SRC-2 recruitment, biochemical. activation, % at 8 µM. AID 1032. 0.34% of 200,000 active; in the data active = activation above about 22%;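 also: 0% = vehicle and 100% = reference agonist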
# bIAP inh: blocks bovine intestinal alkaline phosphatase activity | purified bovine IAP, CDP-star luminescence, 30 min | 190,000 tested, under 10 active | inhibition, % at 20 µM | AID 1019;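 active = over 50% inhibition of intestinal alkaline phosphatase at 20 µM in the single-dose screen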
#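 System: Purified bovine intestinal alkaline phosphatase (IAP) enzyme | Input: IAP diluted 1/65,000,000 in the well | Also added: CDP-star chemiluminescent phosphatase substrate, 30 µM final | Dosing: 20 µM single dose | Times: Enzyme reaction for 30 min at room temperature | Detection: Luminescence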
# PPARg SRC1 recr: agonists of human PPARgamma SRC-1 coactivator recruitment | P37231 | PPARgamma-SRC-1 coactivator recruitment biochemical assay | activation, % at 8 µM | 0.41% of 200,000 active; in the data active = activation above about 19%;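 also: 0% = DMSO and 100% = reference agonist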
# TR-FRET SRC-2 ct: TR-FRET artefact, counter-screen to PPARgamma/SRC-2 agonist assay | stronger effect = higher value | TR-FRET ratio at 8 µM | 0.4% of 200,000 active | AID 1049; in the data active = TR-FRET ratio above about 2000; also: inactives centre near 1500
# TNAP act hiacc: increases human TNAP activity under high phosphate acceptor concentration | 200,000 tested, under 10 active | AID 1136 | activation factor at 20 µM | purified TNAP, CDP-star luminescence, 1 M DEA, 30 min; stronger effect = higher value; 0 = EDTA background, 1 = DMSO-only activity;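 active = activation factor at least 2 at 20 µM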
# Target sequence (P05186 whole entry, looked up): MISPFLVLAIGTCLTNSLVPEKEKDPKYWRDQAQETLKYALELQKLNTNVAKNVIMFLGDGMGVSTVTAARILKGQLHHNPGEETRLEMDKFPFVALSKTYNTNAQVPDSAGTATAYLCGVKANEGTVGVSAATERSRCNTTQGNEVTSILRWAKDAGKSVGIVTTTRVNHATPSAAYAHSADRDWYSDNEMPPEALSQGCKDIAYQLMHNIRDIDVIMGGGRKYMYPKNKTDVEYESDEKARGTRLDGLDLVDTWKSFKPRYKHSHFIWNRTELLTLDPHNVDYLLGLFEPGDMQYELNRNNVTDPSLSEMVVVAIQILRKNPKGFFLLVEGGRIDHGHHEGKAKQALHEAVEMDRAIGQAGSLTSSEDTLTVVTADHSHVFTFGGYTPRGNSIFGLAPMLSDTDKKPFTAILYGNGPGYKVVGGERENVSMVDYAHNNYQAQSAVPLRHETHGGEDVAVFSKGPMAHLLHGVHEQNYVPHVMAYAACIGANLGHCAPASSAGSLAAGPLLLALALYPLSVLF
#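 Dosing: 20 µM single point. System: human TNAP. Amount: TNAP 1/800 final. Incubation: 30 min, room temperature. Read-out: TNAP activation factor scaled between EDTA and DMSO control wells. Signal: luminescence from CDP-star hydrolysis. Medium: 1 M DEA, pH 9.8, Mg2+, Zn2+. Control set: EDTA negative control, DMSO positive control.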
# bIAP activator: intestinal alkaline phosphatase (bovine) activation; purified bovine IAP, CDP-star luminescence, 30 min; stronger effect = higher value; fold of DMSO-control signal, blank-subtracted; activation factor at 20 µM; 0.17% of 200,000 active; AID 1016;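 active = activation factor of 2 or more at 20 µM, a signal rise over negative controls twice the positive control's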
# STAT3 blocker: inhibitors of IL-6 induced STAT3 signaling; AID 862; 0.89% of 190,000 active; U3A cells, IL-6 STAT3-luciferase reporter, luminescence; host cell line lacks STAT1; inhibition, % at 5.5 µM;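 active = inhibition above the mean inhibition across all screened compounds plus 3 SD, cut at about 44% in these data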;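 also: 0% = DMSO only wells and 100% = 100 µM nifuroxazide control wells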
# ROMK mod: modulates human ROMK potassium channel activity; P48048; Tet-inducible ROMK, thallium flux fluorescence; actives lie on both sides; B-score at 10 µM; 2% of 130,000 active;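 active = signal ratio slope over the read window, or its plate-corrected B-score, at least 3 SD from the plate mean, either direction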;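 also: B-score of the F/F0 ratio slope over 7 to 12 s after thallium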
# Starred values were filed as active, the others as inactive; x = not tested or not shown; & = joins results of further samples. Hits appear at their usual frequency. Share with any hit: about 3.7%.
cpd	Structure	STAT1 inh	STAT3 activator	PPARg SRC-3 ag	PPARg SRC2 recr	bIAP inh	PPARg SRC1 recr	TR-FRET SRC-2 ct	TNAP act hiacc	bIAP activator	STAT3 blocker	ROMK mod
1	COc1ccc2c(c1)O[C@H](c1ccc3c(c1)OCO3)[C@@H](O)C2=O	-4	109	-4	0	16	1	1324	1	0.8	-13	0.073
2	Cn1c(=O)n(C)c2cc(S(=O)(=O)NCc3ccccc3)ccc21	6	88	-2	5	6	9	1577	1.1	0.9	21	x
3	O=C(COC(=O)/C=C/c1cccs1)Nc1ccccc1Cl	-5	105	3	2	3	-5	1640	0.9	1	2	0.65
4	CCC(C)c1ccc2oc(-c3ccc(NC(=O)Cn4cnc5c(=O)n(C)c(=O)n(C)c54)cc3)nc2c1 (stereo unspecified)	-17	91	10	6	8	8	1549	1	0.9	13	x
5	COc1ccccc1/C=C/C(=O)N1CCC(c2ccccc2)C1 (stereo unspecified)	-38	111	1	8	2	2	1455	1	1	-9	-0.042
6	CC1(C)C(=O)Nc2ccccc2N1C(=O)CSc1nnc2ccccn12	-1	98	2	-6	-29	-9	1525	1	1.3	2	x
7	CCNCc1cc(Cl)c(OCc2ccccc2)c(OCC)c1	7	97	7	8	-11	4	1485	1	1.1	10	x
8	Cc1nnc(SCC(=O)N2CCOCC2)s1	-7	105	-9	-1	15	-2	1480	1	0.9	-2	x
9	CCn1c(C)cc(/C=C2/SC(=S)NC2=O)c1C	-23	99	-7	3	12	11	1560	0.8	0.9	-4	x
10	N#CC1(c2ccc(NC(=O)c3ccccc3F)cc2)CCCC1	-68	73	5	9	13	3	1467	1	0.9	35	x
11	COc1ccc(/C=N/NC(=O)c2ccc(CSc3nncn3C)cc2)cc1OC	4	106	-1	5	-10	3	1605	1.1	1.1	-5	0.24
12	CC(=O)CC(C)(C)S(=O)(=O)c1ccc(Oc2ccc(S(=O)(=O)C(C)(C)CC(C)=O)cc2)cc1	7	86	-8	9	14	4	1495	1	0.9	18	x
13	Cc1c(C)n(CCC(=O)O)c2ccccc12	7	96	6	14	-4	7	1701	1	1	11	x
14	CCc1nnc(NC(=O)/C=C/c2ccco2)s1	-26	99	0	-1	0	2	1583	1	1	3	x
15	CN(C(=O)CC1C(=O)NCCN1C/C=C/c1ccccc1)C1CCOCC1 (stereo unspecified)	2	97	4	3	6	-6	1441	1.1	0.9	8	0.51
16	Cn1c(NC(=O)Cc2cccc3ccccc23)cc(=O)n(C)c1=O	-4	96	2	-1	-5	-1	1484	1	1	9	-0.19
17	Cc1cc(C)nc(N2C(=O)CC(Cc3ccc(Cl)cc3)C2=O)n1 (stereo unspecified)	0	100	-1	-2	3	10	1502	1.1	1	2	0.77
18	O=C(CCc1nc2ccccc2[nH]1)NCc1ccc2c(c1)OCO2	3	100	-3	-11	-43	-4	1437	1.1	1.4	0	-0.2
19	COCCSc1ccccc1C(=O)NCc1cccnc1	-1	98	2	4	-13	0	1621	1	1.1	7	-0.46
20	COc1ccc([N+](=O)[O-])cc1NC(=O)C1(c2ccccc2)CCOCC1	4	101	7	8	-29	8	1829	1	1.3	1	-0.12

# (list continues)
cpd	Structure	STAT1 inh	STAT3 activator	PPARg SRC-3 ag	PPARg SRC2 recr	bIAP inh	PPARg SRC1 recr	TR-FRET SRC-2 ct	TNAP act hiacc	bIAP activator	STAT3 blocker	ROMK mod
21	CCC(C)NC(=O)c1ccccc1-c1ccccc1C(=O)NC(C)CC (stereo unspecified)	6	102	2	3	-23	7	1631	1.1	1.2	4	1
22	COc1ccc(-n2ncc3c(NCC(C)C)ncnc32)cc1	-69	82	5	2	12	4	1448	1.1	0.9	26	x
23	CCOC(=O)c1cn(CC)c2cc(N3CCOCC3)c(F)cc2c1=O	-5	98	-12	-12	-1	-5	1418	1	1	6	x
24	CC(=O)O[C@]1(C(C)=O)CC[C@H]2[C@@H]3C=C(C)C4=CC(=O)CC[C@]4(C)[C@H]3CC[C@@]21C	2	92	-2&3	0&-3	16&2	6&2	1539&1376	1&1	0.8&1	12	x
25	CCOC(=O)C1=C(Nc2ccc(C)cc2)CC(C)(O)C(C(=O)OCC)C1c1ccccc1 (stereo unspecified)	1	102	-6	0	-2	-5	1415	1	1	4	x
26	CC(C)c1ccc(NC(=O)N2CCc3ccccc3C2)cc1	-62	114	-2	2	3	-3	1534	1	1	-9	-1.2
27	Cc1ccc(S(=O)(=O)NNC(=O)C2CCN(Cc3ccccc3)CC2)cc1	4	92	-1	1	7	-4	1439	1.1	0.9	12	x
28	Brc1ccc(-n2cc(-c3ccccc3)c3c(NN4CCOCC4)ncnc32)cc1	0	96	4	-5	12	-2	1611	1	0.9	4	x
29	COc1ccc(S(=O)(=O)NCCC(=O)NC2CCCCCCC2)cc1	-3	103	-8	-4	5	-2	1586	1	1	1	x
30	COCCCn1nnnc1SCC(=O)Nc1ccc2c(c1)OCCO2	4	103	4	-2	-6	1	1457	1.1	1.1	8	1
31	Cc1ccc(-c2cc(-c3n[nH]c(=S)n3C)c3ccccc3n2)cc1	-10	88	5	4	12	4	1408	1	0.9	18	0.41
32	C/C(=N\Nc1ccc(Cl)c(C(=O)O)c1)c1ccc2c(c1)OCO2	-34	108	-1	-5	-14	9	1686	1.1	1.1	-8	-0.036
33	O=C(Nc1nsc(-c2ccccc2)n1)c1ccncc1	-8	85	7	8	5	3	1621	1	0.9	18	x
34	CC(=O)c1oc2ccccc2c1NC(=O)CN1CCCCC1	-5	90	7	2	3	-2	1499	1	1	13	x
35	Cc1cc(OCC#N)nc(N)n1	-3	97	2	0	8	7	1733	1.1	0.9	6	0.32
36	COc1cc(OC)c(N(C)C(=O)CCNC(=O)Cn2cnc3ccccc3c2=O)cc1Cl	-7	104	2	-6	5	5	1459	1.1	1	-1	x
37	CCOc1ccccc1N1CCN(c2nc3ccccc3nc2C(C#N)C(=O)OC)CC1 (stereo unspecified)	-2	106	-3	7	15	0	1662	1	0.8	-2	0.69
38	Cc1cccc(NC(=O)C2CCCN(c3nc(C)cc(C)n3)C2)c1 (stereo unspecified)	-1	98	0	-7	4	-1	1599	1	1	7	1.3
39	COCCN(CCOC)S(=O)(=O)c1ccc(C(=O)Nc2nnc(COC)o2)cc1	-4	105	4	-2	-5	10	1548	1.1	1	0	-0.28
40	COc1ccccc1N1CCN(C2CCN(C(=O)COc3ccccc3)CC2)CC1	3	100	-1	6	-11	-3	1676	1.1	1.1	5	-0.29

# Later entries
cpd	Structure	STAT1 inh	STAT3 activator	PPARg SRC-3 ag	PPARg SRC2 recr	bIAP inh	PPARg SRC1 recr	TR-FRET SRC-2 ct	TNAP act hiacc	bIAP activator	STAT3 blocker	ROMK mod
41	Cn1nc(OCC(N)=O)ccc1=O	1	102	-8	4	10	7	1738	1	0.9	-1	1.7
42	CC(NC(=O)c1cc(=O)[nH]c2ccc(Br)cc12)c1ccccc1 (stereo unspecified)	5	94	6	8	10	8	1730	1.1	0.9	12	0.12
43	CC(=O)Nc1ccc(S(=O)(=O)NC(CC(=O)O)c2ccc(OC(C)C)cc2)cc1 (stereo unspecified)	-16	99	-5	-1	6	-1	1543	1	0.9	6	0.66
44	O=C1c2ccccc2C(=O)N1n1cccc1	-1	101	4	-15	32	-5	1322	1	0.7	1	-0.34
45	O=C(CSc1nnc2sc3ccccc3n12)c1ccco1	-12	99	6	2	2	-3	1558	1	1	5	x
46	O=C1C2C3C=CC(C3)C2C(=O)N1CCCCN1C(=O)C2C3C=CC(C3)C2C1=O (stereo unspecified)	0	98	1	-10	-2	-2	1402	1	1	6	0.049
47	COC(=O)C1=C(C)OC(N)=C(C#N)C1c1ccco1 (stereo unspecified)	2	102	-4	8	26	8	1658	0.8	0.7	-1	-0.56
48	O=C(CNS(=O)(=O)c1ccccc1)NCC(=O)OCc1ccccc1F	-20	108	-5	-5	-4	-1	1626	1	1	-13	-0.34
49	Cc1ccc2nc3c(cc(C(=O)NCCCn4ccnc4)n3C)c(=O)n2c1	-12	87	10	1	-42	8	1605	1.1	1.4	16	-1.2
50	COC(=O)c1c(NC(=O)CSc2nnc(CNc3ccc(Cl)cc3)o2)sc(C)c1C	3	121	-6	2	7	7	1593	1	0.9	-24	x
51	CCCNC(=S)N(Cc1ccccc1)Cc1nc2ccccc2c(=O)[nH]1	1	104	0	-1	36	-7	1373	1	0.6	4	-1.6
52	CCOC(=O)C1=C(N)Oc2cc(O)ccc2C1c1cccc([N+](=O)[O-])c1 (stereo unspecified)	5	99	-3	-1	6	3	1655	1.1	0.9	5	-0.007
53	CCc1cc(=O)oc2c(C)c(OS(C)(=O)=O)ccc12	-7	104	7	-1	x	3	1387	x	x	3	x
54	O=C(c1cccs1)c1cn(CC(=O)N2CCc3ccccc3C2)c2ccccc12	9	91	-8	8	4	0	1508	1	1	13	x
55	Cc1ccc(-c2nc(N)n(S(=O)(=O)c3ccc(C)cc3)n2)cc1	-1	106	-5	-2	-22	-3	1461	1	1.2	-2	-0.35
56	CCOC(=O)NC(O)C(=O)c1cccs1 (stereo unspecified)	-5	102	6	-3	10	3	1365	1	0.9	3	0.77

# Among those listed so far, these contain an aryl methoxy group.
cpd	Structure	STAT1 inh	STAT3 activator	PPARg SRC-3 ag	PPARg SRC2 recr	bIAP inh	PPARg SRC1 recr	TR-FRET SRC-2 ct	TNAP act hiacc	bIAP activator	STAT3 blocker	ROMK mod
1	COc1ccc2c(c1)O[C@H](c1ccc3c(c1)OCO3)[C@@H](O)C2=O	-4	109	-4	0	16	1	1324	1	0.8	-13	0.073
5	COc1ccccc1/C=C/C(=O)N1CCC(c2ccccc2)C1 (stereo unspecified)	-38	111	1	8	2	2	1455	1	1	-9	-0.042
11	COc1ccc(/C=N/NC(=O)c2ccc(CSc3nncn3C)cc2)cc1OC	4	106	-1	5	-10	3	1605	1.1	1.1	-5	0.24
20	COc1ccc([N+](=O)[O-])cc1NC(=O)C1(c2ccccc2)CCOCC1	4	101	7	8	-29	8	1829	1	1.3	1	-0.12
22	COc1ccc(-n2ncc3c(NCC(C)C)ncnc32)cc1	-69	82	5	2	12	4	1448	1.1	0.9	26	x
29	COc1ccc(S(=O)(=O)NCCC(=O)NC2CCCCCCC2)cc1	-3	103	-8	-4	5	-2	1586	1	1	1	x
36	COc1cc(OC)c(N(C)C(=O)CCNC(=O)Cn2cnc3ccccc3c2=O)cc1Cl	-7	104	2	-6	5	5	1459	1.1	1	-1	x
40	COc1ccccc1N1CCN(C2CCN(C(=O)COc3ccccc3)CC2)CC1	3	100	-1	6	-11	-3	1676	1.1	1.1	5	-0.29
